# PDI turbidity: blocks human protein disulfide isomerase activity; PDI insulin aggregation turbidity, A650, 90 min; inhibition, % at 10 µM; 350,000 compounds, 0.052% hits;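 active = mean inhibition across replicates of 30% or more, whatever share of single replicates reach that level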;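 also: absorbance from insulin aggregation driven by PDI reduction with DTT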
# Target sequence (P07237 whole entry, looked up): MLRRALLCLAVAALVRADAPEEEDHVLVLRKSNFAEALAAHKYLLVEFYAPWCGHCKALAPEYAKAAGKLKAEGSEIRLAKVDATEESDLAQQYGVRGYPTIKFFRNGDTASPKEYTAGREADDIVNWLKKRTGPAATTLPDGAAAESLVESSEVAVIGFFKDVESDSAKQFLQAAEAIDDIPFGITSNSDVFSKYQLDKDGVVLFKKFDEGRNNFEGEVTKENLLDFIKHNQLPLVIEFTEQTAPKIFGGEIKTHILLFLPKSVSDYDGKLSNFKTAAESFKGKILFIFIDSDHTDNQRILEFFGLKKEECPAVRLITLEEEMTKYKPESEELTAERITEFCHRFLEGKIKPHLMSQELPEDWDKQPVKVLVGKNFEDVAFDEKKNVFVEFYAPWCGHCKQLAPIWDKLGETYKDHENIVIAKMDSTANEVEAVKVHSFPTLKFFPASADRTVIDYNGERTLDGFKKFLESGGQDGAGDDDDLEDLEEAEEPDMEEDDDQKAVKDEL
# aDG glyco up: alpha-DG glycosylation activation. Pro5-aDG cells, alpha-DG glycosylation AlphaScreen (IIH6); 0% Pro5, 100% B10-LARGE cell signal. activation, % at 10 µM. 360,000 compounds, 0.22% hits;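 active = activation of at least 8% versus controls, or a plate z-score of at least 8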;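 also: Pro5 are CHO cells carrying HIG-tagged alpha-DG that lacks glycosylation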
# Vif imaging: inhibitors of HIV Vif. 340,000 compounds, 0.35% hits. AID 602346. inhibition, % at 7.49 µM. HEK293T cells, Vif self-association by quenched fluorescence, imaging, 24 h; in the data active = inhibition above about 50%, passing the limit was not always enough; also: some results filed as inactive read as strong as hits
# HIF-2a block: blocks HIF-2a reporter activity. inhibition, % at 18.8 µM. AID 624352. 786-0 RCC cells HIF-2a reporter, luciferase luminescence, overnight. 360,000 compounds, 0.72% hits;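 active = inhibition of the luminescence signal of 40% or more relative to plate controls, in a single-dose primary screen at 18.75 µM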
# Peg3 prom inh: Peg3 promoter activity inhibition; HeLa PEG-Prom luciferase reporter, luminescence, overnight; inhibition, % at 20 µM; 360,000 compounds, 1.7% hits;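 active = inhibition of at least 50% at 20 µM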
# iPSC survival up: enhancers of human iPSC single-cell survival | 360,000 compounds, 0.044% hits | hiPSC single-cell survival, ATPlite luminescence; 100% = ROCK inhibitor wells, 0% = DMSO | AID 602274 | survival enhancement, % at 20 µM; in the data active = survival enhancement above about 18%;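 also: cells exposed to compounds for 16 hours before the ATP read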
# Exocytosis inh: lytic granule exocytosis inhibition. TALL-104 LAMP-1 surface exposure, flow cytometry; cells stimulated with thapsigargin and PMA. inhibition, % at 10 µM. 360,000 compounds, 0.66% hits. AID 651702;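 active = inhibition above about 55%, limit read from the data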
# NR2E3 ag-1: NR2E3 (human) agonism | 320,000 compounds, 0.12% hits | GST-NR2E3/biotin-RetCOR TR-FRET, 1536-well | AID 2300 | inhibition of corepressor binding, % at 4.78 µM;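 active = percent inhibition above the cutoff of mean plus 3 SD of all tested compounds, set per screening campaign, cut at about 20% in these data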;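 also: 0% = DMSO wells and 100% = biotin wells as full block of FRET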
# Target sequence (Q9Y5X4 whole entry, looked up): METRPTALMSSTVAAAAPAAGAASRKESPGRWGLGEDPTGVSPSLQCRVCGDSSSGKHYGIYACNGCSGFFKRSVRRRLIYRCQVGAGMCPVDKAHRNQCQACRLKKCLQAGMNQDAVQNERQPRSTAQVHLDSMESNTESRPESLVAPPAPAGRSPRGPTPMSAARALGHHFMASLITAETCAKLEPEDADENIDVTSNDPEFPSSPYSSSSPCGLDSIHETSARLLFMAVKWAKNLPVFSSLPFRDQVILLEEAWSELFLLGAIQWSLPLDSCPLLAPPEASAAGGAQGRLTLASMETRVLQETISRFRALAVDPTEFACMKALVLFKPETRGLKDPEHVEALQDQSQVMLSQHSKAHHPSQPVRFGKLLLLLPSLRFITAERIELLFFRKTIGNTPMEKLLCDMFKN
#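 System: GST-tagged NR2E3 plus biotinylated RetCOR corepressor; Buffer or medium: pH 7.5 Tris-based buffer; Probe or stimulus: RetCOR corepressor, biotinylated, 7 nM; Doses: compound at 4.8 µM, single dose; Schedule: 5 h incubation at 4 °C; Technique: time-resolved FRET; Evaluation: percent inhibition of TR-FRET ratio; Replication: one well per compound, singlicate testing.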
# CaV13 FRET inh: Disruptors of the CACNA1D IQ motif to Ca2+-dependent inactivation inhibitor domain association, primary screening, Förster resonance energy transfer in intact living … | HEK cells, CFP/YFP FRET ICDI-IQ, plate reader, 10 min; percent FRET-ratio fall versus neutral wells | inhibition, % at 12.3 µM | 340,000 compounds, 0.098% hits;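 active = mean replicate inhibition of at least 30% and at least 1% of replicates passing that level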;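 also: 0% = median of the neutral control wells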
# NR2E3 ag-2: agonists of human NR2E3 nuclear receptor; CHO-S Gal4-NCOR/VP16-NR2E3 two-hybrid, luciferase; inhibition of corepressor binding, % at 3.98 µM; 360,000 compounds, 0.35% hits; AID 602229;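 active = inhibition above the mean of all tested compounds plus 3 SD, cut at about 70% in these data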;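 also: 0% = DMSO with NR2E3 transfected cells and 100% = cells lacking NR2E3 construct; higher means lower luciferase signal from less NR2E3 corepressor binding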
# TRPM1 prom inh: inhibitors of MITF-driven TRPM1 promoter in melanoma cells; SK-MEL-5 TRPM1 promoter luciferase, 24 h; inhibition, % at 12.5 µM; 330,000 compounds, 0.83% hits; AID 488899;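 active = mean inhibition across replicates of 60% or more, whatever share of single replicates reaches that level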; also: values of inactives mirror those of a sister screen read the other way
# The depositor's hits bear a star; . = no result given.
# Start of the data: the first 7 compounds, to show the layout:
no.	SMILES	PDI turbidity	aDG glyco up	Vif imaging	HIF-2a block	Peg3 prom inh	iPSC survival up
1	CCOc1cc(/C=N/NC(=O)c2ccccc2OCc2ccc(F)cc2)ccc1O	-12	-0.2	-21	-4	15	-1.0
2	COc1cccc(-n2cnc3sc(-c4ccccc4)cc3c2=O)c1	-6	0.0	-16	-164	-147	-0.8
3	O=C(OCC1CC(c2ccccn2)=NO1)c1ccc(Br)cc1 (stereo unspecified)	-2	0.0	7	-28	-92	5.4
4	N#C/C(=N\Nc1ccc([N+](=O)[O-])cc1)C(=N)N1CCOCC1	-11	0.0	9	-153	-112	1.2
5	O=C1CC(c2cc(Br)ccc2F)c2cc3c(cc2N1)CCC3 (stereo unspecified)	-2	0.0	-9	14	17	-2.9
6	Cc1onc(-c2c(F)cccc2Cl)c1C(=O)Nc1sc2c(c1C#N)CCC(C(C)(C)C)C2 (stereo unspecified)	-6	-0.1	3	19	34	-2.7
7	O=C(CNC(=O)c1ccccc1F)NCCCN1CCCC1=O	1	-0.3	-1	-19	-12	0.5

no.	Exocytosis inh	NR2E3 ag-1	CaV13 FRET inh	NR2E3 ag-2	TRPM1 prom inh
1	2	3	-2	7	-9
2	6	-2	-4	-34	-99
3	4	3	-9	-4	-4
4	3	-3	-5	-80	-42
5	4	-3	-9	-53	21
6	0	2	-7	12	-3
7	10	2	-6	-11	-5

# Results, repeating the preview:
no.	SMILES	PDI turbidity	aDG glyco up	Vif imaging	HIF-2a block	Peg3 prom inh	iPSC survival up
1	CCOc1cc(/C=N/NC(=O)c2ccccc2OCc2ccc(F)cc2)ccc1O	-12	-0.2	-21	-4	15	-1.0
2	COc1cccc(-n2cnc3sc(-c4ccccc4)cc3c2=O)c1	-6	0.0	-16	-164	-147	-0.8
3	O=C(OCC1CC(c2ccccn2)=NO1)c1ccc(Br)cc1 (stereo unspecified)	-2	0.0	7	-28	-92	5.4
4	N#C/C(=N\Nc1ccc([N+](=O)[O-])cc1)C(=N)N1CCOCC1	-11	0.0	9	-153	-112	1.2
5	O=C1CC(c2cc(Br)ccc2F)c2cc3c(cc2N1)CCC3 (stereo unspecified)	-2	0.0	-9	14	17	-2.9
6	Cc1onc(-c2c(F)cccc2Cl)c1C(=O)Nc1sc2c(c1C#N)CCC(C(C)(C)C)C2 (stereo unspecified)	-6	-0.1	3	19	34	-2.7
7	O=C(CNC(=O)c1ccccc1F)NCCCN1CCCC1=O	1	-0.3	-1	-19	-12	0.5
8	CCOC(=O)C1(C)NC(c2ccc(N(C)C)cc2)C2C(=O)N(c3ccc(OC)cc3)C(=O)C21 (stereo unspecified)	12	-0.1	38	17	17	-1.4
9	Cc1c(C(=O)Nc2ccccc2)c2ccc(C(F)(F)F)cc2n1O	-11	0.0	-8	11	23	0.4
10	CC1(C)S[C@@H]2[C@H](NC(=O)C(NC(=O)N3CCNC3=O)c3ccccc3)C(=O)N2[C@H]1C(=O)O (stereo partly specified)	17	0.0	10	22	5	0.1
11	O=[N+]([O-])c1ccc(-c2csc3[n+]2CCS3)cc1	2	0.1	14	3	7	-1.6
12	CCc1cc2cc3c(cc2nc1SCC(=O)Nc1cc(C)on1)OCO3	3	-0.3	.	0	34	2.3
13	O=C(O)CNC(=O)CC1S/C(=N/N=C/c2ccccc2O)NC1=O (stereo unspecified)	2	0.1	0	6	9	-2.8
14	CC(C)c1ccc(NC(=O)CSc2nc(=O)n(CCCN3CCOCC3)c3c2CCC3)cc1	4	0.3	-1	15	-17	-0.3
15	CCC(C)N1C(=O)CCC1C(=O)N1CCN(c2ccccc2F)CC1 (stereo unspecified)	-8	0.1	-2	17	5	-1.5

no.	Exocytosis inh	NR2E3 ag-1	CaV13 FRET inh	NR2E3 ag-2	TRPM1 prom inh
1	2	3	-2	7	-9
2	6	-2	-4	-34	-99
3	4	3	-9	-4	-4
4	3	-3	-5	-80	-42
5	4	-3	-9	-53	21
6	0	2	-7	12	-3
7	10	2	-6	-11	-5
8	2	1	-5	-11	-5
9	-1	-1	-5	13	.
10	0	1	-15	-12	3
11	1	0	-5	8	1
12	1	23*	-5	-14	47
13	-4	0	-4	-22	-9
14	4	0	-11	-26	17
15	-3	-1	-3	27	3

# Among those listed so far, two contain an aryl thioether with sulfur outside any ring.
no.	SMILES	PDI turbidity	aDG glyco up	Vif imaging	HIF-2a block	Peg3 prom inh	iPSC survival up
12	CCc1cc2cc3c(cc2nc1SCC(=O)Nc1cc(C)on1)OCO3	3	-0.3	.	0	34	2.3
14	CC(C)c1ccc(NC(=O)CSc2nc(=O)n(CCCN3CCOCC3)c3c2CCC3)cc1	4	0.3	-1	15	-17	-0.3

no.	Exocytosis inh	NR2E3 ag-1	CaV13 FRET inh	NR2E3 ag-2	TRPM1 prom inh
12	1	23*	-5	-14	47
14	4	0	-11	-26	17

# (further entries)
no.	SMILES	PDI turbidity	aDG glyco up	Vif imaging	HIF-2a block	Peg3 prom inh	iPSC survival up
16	Cc1ccccc1C(=O)c1cccn1CC(=O)NCCCN1CCCCC1	-3	-0.3	2	2	-15	0.4
17	CC1CCN(CCCCOc2ccc(C(=O)c3ccccc3)cc2)CC1	2	1.8	1	5	4	1.2
18	CC1CC(C)CN(C(=O)c2ccncc2)C1 (stereo unspecified)	1	-0.1	10	23	14	-2.3
19	O=C(O)c1cccnc1SCc1cn2cc(Cl)ccc2n1	-2	-0.1	6	12	-3	0.0
20	CC1CCCC(NC(=O)COC(=O)c2ccc3ncsc3c2)C1C (stereo unspecified)	-10	-0.1	-1	-12	-25	0.0
21	CN(C)C=Nc1c(C(=O)c2ccccc2)sc2nccc(N(C)C)c12	2	-0.7	-6	-2	-25	3.2
22	CCCCNC(=O)C1CCCN1C(=O)NC1CCCCC1 (stereo unspecified)	-10	-0.1	9	1	-4	1.7
23	CCOC(=O)C1(C(=O)OCC)C(C(=O)c2ccccc2)C1c1ccccc1 (stereo unspecified)	-3	0.1	-5	13	23	-0.2
24	COc1ccc(N=C/C=C2\C=C(c3ccccc3)OC(C)(C)O2)cc1	6	0.2	-8	-35	-14	-1.4
25	CCOC(=O)c1c(NC(C)=O)sc2c(O)cccc12	17	0.1	-14	20	11	-0.6
26	Cc1cc(C(=O)Nc2ccc(F)cc2C)n(-c2ccccc2)n1	-10	0.1	-6	6	-2	-0.4
27	CC(C)(C)c1ccc(-c2n[nH]c(=S)n2Cc2ccccc2)cc1	-3	0.3	1	21	23	0.1
28	CCOC(=O)c1nn(-c2ccccc2)c2nnc(Cc3ccccc3)c(=O)n12	-3	-0.2	-5	14	16	2.9
29	Cc1cc(NS(=O)(=O)c2ccc(NC(=O)c3ccc([N+](=O)[O-])c(Cl)c3)cc2)no1	2	-0.1	10	5	-1	-0.4
30	COC(=O)C1=CN(c2cc(C)cc(C)c2)C=C(C(=O)OC)C1c1ccc(OC)c(O)c1	8	0.2	-9	18	28	-0.4

no.	Exocytosis inh	NR2E3 ag-1	CaV13 FRET inh	NR2E3 ag-2	TRPM1 prom inh
16	-6	2	-2	-11	2
17	3	4	-5	8	-23
18	3	0	-4	-3	-11
19	8	2	-9	-44	0
20	6	-1	-14	-25	.
21	4	1	-6	-27	-1
22	-1	1	-4	-20	11
23	-3	.	-6	-29	2
24	2	-2	-6	-34	11
25	-2	1	-5	-11	2
26	-3	-1	-2	-30	-3
27	32	1	-3	4	7
28	0	-1	-5	24	3
29	-1	8	-5	-3	1
30	16	4	-19	10	-10

# The listing continues:
no.	SMILES	PDI turbidity	aDG glyco up	Vif imaging	HIF-2a block	Peg3 prom inh	iPSC survival up
31	CCOC(=O)C1=CNS(=O)(=O)NC1c1ccc(C(=O)OC)cc1 (stereo unspecified)	-7	0.1	2	13	-15	4.2
32	O=C(c1ccc(F)cc1)N1CCN(c2ccc([N+](=O)[O-])c(N3CCCCC3)c2)CC1	-2	-0.2	-3	-24	24	1.1
33	Cc1ccc(N2C(=O)CC(C)CC2=O)cc1	-10	-0.1	-5	7	18	0.1
34	COc1ccc(N2C(=O)CSC2c2ccc3c(c2)OCO3)c(OC)c1 (stereo unspecified)	3	-0.2	.	13	16	-4.3
35	CCOc1ccc2nc(NC(=O)CSc3cn[nH]n3)sc2c1	2	0.0	-1	-98	-120	0.2
36	Cc1cc(OCC(=O)OCC(=O)Nc2cccnc2Cl)ccc1Cl	3	0.1	-15	13	0	-0.4
37	COc1cc(/C=N/N=C2/C(=O)Nc3ccccc32)cc(OC)c1O	-2	0.5	4	-10	7	-1.9
38	Cc1cccc(NC(=O)c2ccc(CN3CCN(Cc4ccccc4)CC3)cc2)c1	-1	-0.1	-52	4	5	2.3
39	COc1ccc(NC(=O)CC2C(=O)N(C)C(=S)N2Cc2ccncc2)cc1 (stereo unspecified)	4	0.2	2	11	2	-0.6
40	c1ccc(Cn2nnnc2C(c2ccccc2)N2CCN(c3nc4ccccc4s3)CC2)cc1 (stereo unspecified)	-2	0.6	-3	5	26	7.9
41	O=C1O[C@@H](c2ccccc2)C[C@@H](O)C(=O)CCCc2ccccc21	.	-0.2	.	-15	.	-0.2
42	Cc1oc(-c2cccs2)nc1CN1CCC(c2ccccc2)CC1	4	-0.1	-1	2	-7	-0.3
43	COc1ccccc1Nc1ncnc2c1c(C)c(C)n2CCCN(C)C	16	0.5	-12	6	23	0.2
44	O=C(Oc1cccc2c(=O)[nH]ccc12)c1ccccc1	-2	0.2	13	3	-29	2.0
45	CCOc1ccc(NC(=O)CN(C)C(=O)c2cc(S(=O)(=O)N3CCCCC3)ccc2Cl)cc1OCC	17	0.0	92*	16	1	0.5

no.	Exocytosis inh	NR2E3 ag-1	CaV13 FRET inh	NR2E3 ag-2	TRPM1 prom inh
31	-3	.	-5	5	2
32	-4	4	-9	7	14
33	4	-2	-19	-10	4
34	-2	2	-5	-13	9
35	-1	-2	-2	-121	-43
36	0	.	-3	-27	-10
37	-3	0	-7	-12	13
38	0	-1	-1	-1	-2
39	2	2	-2	-12	4
40	1	1	1	-16	-8
41	0	.	-8	-33	.
42	-2	4	0	-16	-13
43	10	-1	-19	-10	.
44	0	0	-2	-19	3
45	3	1	-6	-4	4

# Looked up above.
# no. 30 in HIF-2a block has 18
# no. 14 in NR2E3 ag-1 has 0
# no. 34 in CaV13 FRET inh has -5

# Next compounds.
no.	SMILES	PDI turbidity	aDG glyco up	Vif imaging	HIF-2a block	Peg3 prom inh	iPSC survival up
46	O=S(=O)(c1ccc(NC(=S)N/N=C/c2cccc(Oc3ccccc3)c2)cc1)N1CCOCC1	4	0.2	-6	9	5	-2.8
47	COc1ccccc1CNC(=O)COC(=O)/C=C/c1cccs1	19	0.3	-4	13	12	-1.5
48	CN(C)CC(O)COc1cccc(OCC(O)CN(C)C)c1 (stereo unspecified)	-7	-0.1	17	17	10	1.6
49	COc1cc(-c2noc(C)c2C#CC2(N)CCCCC2)cc(OC)c1OC	3	0.1	2	16	-5	-3.5

no.	Exocytosis inh	NR2E3 ag-1	CaV13 FRET inh	NR2E3 ag-2	TRPM1 prom inh
46	-3	5	-6	-34	3
47	-1	1	-3	-18	-8
48	-1	3	-5	-24	3
49	-2	2	13	10	8
